Compound activity deposited in PubChem by The Scripps Research Institute Molecular Screening Center.
TAAR1 antagonist – antagonists of human TAAR1; CHO RD-HGA16 TAAR1, Fluo-8 calcium fluorescence, antagonist; inhibition, % at 3 µM; actives 1.5% (n = 360,000); AID 624466;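 active means inhibition above a per-plate cutoff, the mean inhibition of test compounds on that plate plus 3 SD, cut at about 49% in these data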;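 further: 0% = DMSO plus EC80 beta-PEA response and 100% = DMSO alone without agonist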
Target sequence (Q96RJ0 whole entry, looked up): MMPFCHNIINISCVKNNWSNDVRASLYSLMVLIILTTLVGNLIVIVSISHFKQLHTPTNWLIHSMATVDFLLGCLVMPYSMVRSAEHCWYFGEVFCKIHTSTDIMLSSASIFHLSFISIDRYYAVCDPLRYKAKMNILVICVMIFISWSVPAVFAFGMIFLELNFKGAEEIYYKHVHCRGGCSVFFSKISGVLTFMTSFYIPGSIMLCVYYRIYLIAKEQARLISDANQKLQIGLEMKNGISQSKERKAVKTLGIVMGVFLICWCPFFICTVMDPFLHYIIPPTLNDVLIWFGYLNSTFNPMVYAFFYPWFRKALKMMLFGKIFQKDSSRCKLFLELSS
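Test system: RD-HGA16 CHO cells with stable hTAAR1 and Gα16 / Probe or stimulus: EC80 β-phenethylamine stimulus / Times: seeding 17-24 h prior, 75-min 37 °C, 30-min RT dye loading / Detection: Fluo-8 calcium-sensitive fluorescence / Read-out basis: % inhibition scaled between DMSO and EC80 PEA controls / Repeats: singlicate, one well per test compound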
M1 ag – activates human CHRM1 receptor; AID 588814; P11229; actives 0.33% (n = 360,000); activation, % at 3 µM; CHO-K1 hM1, Fluo-8 calcium fluorescence, agonist mode; 0% DMSO, 100% acetylcholine EC100;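 active means activation above the run's mean compound activation plus 3 SD, cut at about 16% in these data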;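 further: peak over basal fluorescence ratio within a 140 s kinetic read after compound addition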
Target sequence (P11229 whole entry, looked up): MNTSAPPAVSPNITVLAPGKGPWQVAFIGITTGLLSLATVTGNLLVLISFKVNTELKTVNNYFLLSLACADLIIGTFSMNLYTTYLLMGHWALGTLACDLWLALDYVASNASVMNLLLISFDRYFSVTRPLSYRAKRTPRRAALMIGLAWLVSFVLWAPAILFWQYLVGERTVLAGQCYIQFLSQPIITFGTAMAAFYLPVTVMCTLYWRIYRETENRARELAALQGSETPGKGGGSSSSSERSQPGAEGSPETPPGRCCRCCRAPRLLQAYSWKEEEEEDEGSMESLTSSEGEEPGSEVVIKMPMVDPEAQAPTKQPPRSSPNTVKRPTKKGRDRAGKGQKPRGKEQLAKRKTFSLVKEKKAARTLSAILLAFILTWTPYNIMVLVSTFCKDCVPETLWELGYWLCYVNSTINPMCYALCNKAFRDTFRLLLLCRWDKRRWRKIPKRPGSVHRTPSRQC
OXTR potentiate – potentiates the human oxytocin receptor response. CHO-OTR cells, Fluo-8 calcium fluorescence, potentiator mode; 0% = oxytocin EC15, 100% = EC100. actives 0.061% (n = 320,000). activation, % at 3 µM;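 active means activation above that plate's cutoff, the mean activation of tested compounds plus 3 SD, cut at about 6.6% in these data, passing the limit was not always enough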;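 further: 100% uses oxytocin at 75 nM as the full agonist control; some results filed as inactive read as strong as hits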
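Assay system: CHO-OTR cells, human receptor / Also added: oxytocin at about EC15, sub-maximal agonist stimulus / Dosing: single dose, 3.0 µM nominal final compound concentration / Incubation: 6 min pre-incubation, 100 s read / Technique: Fluo-8 calcium dye fluorescence / Read-out: % activation vs EC15 and EC100 oxytocin / Benchmarks: EC15 oxytocin low, 75 nM oxytocin high / Replicates: singlicate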
V1aR counter – activates human V1a receptor in oxytocin agonist counter-screen; activation, % at 3 µM; P37288; actives 0.25% (n = 320,000); CHO-V1R cells, Fluo-8 calcium fluorescence, agonist mode; 0% DMSO, 100% 3 nM vasopressin; AID 2797;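 active means activation above the mean activation of all tested compounds plus 3 SD, per screening run, cut at about 20% in these data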;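 further: signal is peak over basal fluorescence ratio across a 100 second FLIPR read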
CHO-K1 Ca antag – counter-screen for M1 antagonists: effect in parental CHO-K1 cells; actives 0.6% (n = 360,000); ATP-induced calcium, Fluo-8 fluorescence; inhibition, % at 3 µM;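 active means inhibition above a per-plate cutoff, the plate's mean sample inhibition plus 3 SD, cut at about 24% in these data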;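 further: 0% = DMSO plus EC80 ATP and 100% = DMSO alone without ATP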
M1 PAM parental – counter-screen for M1 PAMs: effect in parental CHO-K1 cells; ATP EC20, Fluo-8 calcium fluorescence; 0% at ATP EC20, 100% at ATP max; activation, % at 3 µM; actives 0.02% (n = 360,000); AID 602247;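 active means activation above the run cutoff, the mean activation of all test compounds plus 3 SD, cut at about 40% in these data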;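 further: peak over basal fluorescence ratio in a 140 s read after ATP addition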
TAAR1 agonist – human TAAR1 agonism; Q96RJ0; CHO RD-HGA16 TAAR1, Fluo-8 calcium fluorescence; vehicle wells 0%, saturating PEA agonist 100%; activation, % at 3 µM; actives 0.99% (n = 360,000);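 active means activation above the mean activation of all test compounds in the run plus 3 SD, cut at about 38% in these data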
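System: CHO RD-HGA16 cells carrying human TAAR1 plus Gα16; Incubation: 17-24 h seeding, 75 min 37 °C dye, 30 min RT; Measured by: Fluo-8 fluorescence, 5 s baseline then 140 s kinetic read; Control set: DMSO and PEA EC100; Replication: single well for each compound.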
M1 ag parental – M1 agonist counterscreen hit in parental CHO-K1 cells; Fluo-8 calcium fluorescence; scaled to maximal ATP response, vehicle zero; activation, % at 3 µM; actives 0.48% (n = 360,000); in the data active means activation above about 15%;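 further: untransfected CHO-K1 host cells lacking M1 receptor as counterscreen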
CHO parental Ca – counter-screen: ATP calcium response change in parental CHO cells. parental CHO-K1, ATP-induced calcium, Fluo-8 fluorescence. inhibition, % at 5.6 µM. actives 0.63% (n = 330,000). AID 463079;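 active means inhibition above that plate's mean sample inhibition plus 3 SD, cut at about 26% in these data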;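 further: 0% = ATP-challenged DMSO wells and 100% = DMSO wells without ATP; some compounds past the cut are filed as inactive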
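Measured by: calcium-sensitive Fluo-8 fluorescence / Test system: CHO parental line / Controls: ATP-challenged DMSO wells low, unchallenged DMSO wells high / Measure: % inhibition / Compound: single nominal dose of 5.6 µM per compound / Replicates: single well per compound, no replicates / Reagent: ATP as calcium-mobilizing challenge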
Numbers without * were called inactive; x = not tested or not shown.

Molecule | TAAR1 antagonist | M1 ag parental | M1 ag | CHO parental Ca | V1aR counter | M1 PAM parental | OXTR potentiate | TAAR1 agonist | CHO-K1 Ca antag
Cc1cccc(OCC(=O)Nc2cc(C)c(C)cc2O)c1 | 1 | 1.6 | -4 | 2 | 0.3 | 21 | -2 | 4 | -18
CC1CC(C)CN(C(=O)CNS(=O)(=O)c2ccc(Br)s2)C1 (centres undefined) | -8 | 1.2 | -8 | -18 | -0.1 | -1 | -11 | -1 | -7
Cc1cc(C)c(NC(=O)c2ccc(S(=O)(=O)N3CCOCC3)cc2)c(C)c1 | -12 | 0.7 | -4 | 8 | 0.6 | 14 | -8 | 2 | -7
COc1ccc(O)c(-c2cc(-c3cccs3)[nH]n2)c1 | 20 | -0.1 | 3 | -6 | -0.9 | -6 | -13 | -2 | 0
C#CCOCCOCCOCCNc1nc(N2CCN(C(=O)[C@H](CCCN=C(N)N)n3cc(C(N)[C@@H](C)CC)nn3)CC2)nc(N2CCN(C(=O)[C@H](CCC(=O)O)n3cc([C@@H](N)[C@H](C)CC)nn3)CC2)n1 (some centres undefined) | -10 | 0.1 | -5 | 2 | 1.0 | 13 | -4 | 2 | -7
Cn1c(NC(=S)Nc2ccccc2)nc2ccccc21 | -11 | -0.2 | -10 | 3 | -0.3 | 10 | -1 | 1 | 6
Cc1cccc(N2CCN(C(=O)c3ccc4[nH]c(C)c(C)c4c3)CC2)c1C | -15 | -0.5 | -6 | -31 | -0.9 | 7 | -4 | 0 | 16
CCN(C(=O)COC(=O)c1c(NC(C)=O)sc(C)c1C)c1c(N)n(Cc2ccccc2)c(=O)[nH]c1=O | 0 | 0.3 | -3 | x | x | -1 | x | 0 | -11
O=C(Nc1scc(-c2cccs2)c1C(=O)O)c1cccs1 | 1 | 0.2 | -4 | 5 | -0.5 | 5 | 4 | 14 | -2
CC1CCN(c2c(NCc3ccc(C(=O)N4c5ccccc5CC4C)cc3)c(=O)c2=O)CC1 (centres undefined) | 9 | 0.1 | -5 | -15 | 0.1 | 16 | -6 | -1 | -9
O=C1C=C(NCc2ccccc2)c2ccccc2C1=O | -3 | 1.7 | -2 | x | x | 20 | x | 8 | -19
COc1ccc(OC)c(NC(=O)c2ccc(CN(c3cc(Cl)ccc3C)S(=O)(=O)c3ccccc3)cc2)c1 | -7 | 0.0 | -2 | -15 | 0.3 | 6 | -14 | 4 | -1
C[C@H]1CN([C@@H](C)CO)S(=O)(=O)c2ccc(Br)cc2O[C@@H]1CN(C)C(=O)C1CCOCC1 | -12 | 0.2 | -4 | x | x | 4 | x | 2 | 2
O=C(NCCc1ccc(Cl)cc1)C1CCCN(S(=O)(=O)c2cnc[nH]2)C1 (centres undefined) | -9 | 0.4 | 2 | 8 | 0.3 | -3 | -6 | 1 | 0
CC(=O)NC(Cc1cccc(C)c1)C(=O)NC1CCN(c2ncccc2[N+](=O)[O-])CC1 (centres undefined) | 23 | 0.4 | -5 | -4 | 0.9 | 23 | -2 | 3 | -14
O=C(Nc1ccccc1)C(Cc1ccccc1)NC(=O)C12CC3CC(CC(C3)C1)C2 (centres undefined) | 4 | 0.7 | -2 | -6 | 0.3 | 9 | 4 | 1 | -14
CCOc1ccc(NC(=O)NC2CCS(=O)(=O)C2)cc1 (centres undefined) | 1 | 7.0 | -1 | -2 | -0.4 | -10 | -10 | -1 | 2
CC(=O)c1ccc(N2Cc3ccccc3C2=NC(=O)c2cccs2)cc1 | 19 | -0.1 | -9 | -31 | 0.9 | -4 | -8 | 5 | 10
Cc1ccc(S(=O)(=O)N(Cc2cc3ccc(C)cc3[nH]c2=O)c2ccccc2)cc1 | 16 | 0.8 | -2 | -27 | 0.1 | 8 | -19 | 0 | -17
CN(C)c1ccc(C(=O)N/N=C/c2cc(Br)cc(Br)c2O)cc1 | 3 | 1.2 | -5 | -2 | -0.9 | 8 | -7 | 1 | -8
CN1CCCN(C(c2ccccc2)c2ccc(Cl)cc2)CC1 (centres undefined) | 3 | 2.5 | -7 | -11 | 4.5 | -8 | -8 | 27 | 15
COc1ccc(NC(=O)CSc2ccc(-c3cccnc3)nn2)cc1 | 2 | 0.5 | -2 | -7 | 0.5 | 17 | -8 | 0 | -2
COc1ccccc1CN(Cc1cc2cc(C)cc(C)c2[nH]c1=O)Cc1nnnn1CC1CCCO1 (centres undefined) | 10 | 1.5 | -2 | -16 | -0.7 | 16 | -4 | 4 | -16
COc1cc(OC)cc(C(=O)NCCCNC(=O)c2cccnc2)c1 | 5 | 0.3 | -4 | 0 | 0.4 | 11 | -8 | -3 | -13
COc1ccc(CN(C)CC(=O)Nc2c(C)cccc2C)c(OC)c1 | -7 | 1.9 | -5 | -12 | 1.5 | -7 | 2 | 7 | 2
Nc1c(C(=O)N/N=C/c2ccccc2Cl)oc2nc(-c3ccccc3)cc(-c3ccco3)c12 | 29 | 2.5 | 1 | -29 | 1.6 | 12 | -3 | 4 | 0
O=C(c1ccc(Cl)c(S(=O)(=O)N2CCOCC2)c1)N1CCN(c2ccccc2)CC1 | -9 | 1.1 | -3 | -19 | 2.7 | -7 | -2 | 2 | 19
COc1ccccc1OCc1nc(C#N)c(N2CC(C)CC(C)C2)o1 (centres undefined) | -8 | 1.0 | -9 | 2 | -1.3 | 18 | -5 | 4 | -13
CCC1Sc2ccc(S(=O)(=O)CCC(=O)Nc3cc(C)ccn3)cc2NC1=O (centres undefined) | -3 | 2.7 | -3 | -14 | 3.5 | -9 | -7 | 4 | -1
COc1cccc(NC(=O)C(=O)NCCC2CCCCN2S(=O)(=O)c2cccs2)c1 (centres undefined) | 7 | 1.3 | -3 | -26 | 0.1 | 9 | -8 | 3 | 6
Cc1ccc2ccccc2c1C(O)c1ncc(-c2ccc(C(F)(F)F)cc2)[nH]1 (centres undefined) | 12 | 1.0 | -3 | x | x | 9 | x | 3 | -1
CCOc1ccc(CCNS(=O)(=O)c2cc3c(cc2C)NC(=O)CO3)cc1OCC | 2 | 1.9 | -2 | -19 | 1.0 | 22 | -1 | 3 | -8
Cc1ccc([C@@H]2[C@@H]3C(=O)N(C)C(=O)[C@@H]3[C@@H]3C(=O)Nc4ccccc4C(=O)N23)cc1 | -3 | -0.5 | 1 | -4 | 2.0 | -11 | -2 | 14 | 4
CCOC(=O)C1CCN(C(=O)c2c(-c3c(Cl)cccc3Cl)noc2C)CC1 | 23 | -0.4 | -1 | -15 | 0.3 | 5 | -5 | 10 | -11
C#CCOCCOCCOCCNc1nc(N2CCN(C(=O)[C@H]([C@@H](C)O)n3cc(CCCCN)nn3)CC2)nc(N2CCN(C(=O)[C@H]([C@@H](C)CC)n3cc(CCCN=C(N)N)nn3)CC2)n1 | -5 | 0.9 | -14 | -12 | 1.4 | 13 | 7 | 16 | -17
CCCn1c2ccccc2c2nnc(SC(CC)C(=O)Nc3cc(C)on3)nc21 (centres undefined) | -10 | 0.0 | -5 | -29 | -1.1 | -11 | -2 | 7 | 15
Nc1nc(-c2ccccc2)cc(-c2ccccc2O)n1 | 4 | 0.4 | 1 | -3 | -0.5 | 6 | -1 | 4 | -14
COc1ccc(-c2nc3ccccc3nc2-c2ccccc2)cc1OC | 24 | 1.9 | 4 | -16 | -1.8 | 11 | 1 | 2 | 1
COc1cc(CC(=O)OCC(=O)Nc2cccc([N+](=O)[O-])c2)cc(OC)c1OC | 3 | 4.9 | -3 | -8 | 2.4 | 21 | -4 | 5 | -14
O=C(c1ccc2ccccc2c1)N1CCN(Cc2ccccc2)CC1 | -20 | 2.4 | -6 | 1 | 3.4 | 10 | -10 | 1 | -11
CN1CCN(C(=O)c2ccc(Oc3ccc([N+](=O)[O-])cc3)cc2)CC1 | -14 | 12 | -6 | -4 | 0.4 | 7 | -4 | 1 | 6
CCn1c(SCC(=O)NCCc2ccccc2)nc2sc3c(c2c1=O)CCN(C)C3 | 4 | 1.0 | -7 | -23 | -1.8 | 20 | -9 | 8 | -11
COc1cccc(C(C(=O)NCC2CCCO2)N(CC2CCCO2)C(=O)CN2C(=O)c3ccccc3S2(=O)=O)c1 (centres undefined) | 12 | 0.6 | -4 | -17 | 0.4 | 13 | -13 | 5 | -5
COc1cc(-c2coc3c(C(=O)NCc4ccccc4)cccc23)ccc1O | 36 | 6.7 | 8 | x | x | 29 | x | 8 | -16
O=C(Nc1ccc(Oc2cccc(C(F)(F)F)c2)nc1)c1ccco1 | -8 | 13 | 3 | 6 | 5.4 | 17 | -12 | 1 | -5
Cc1ccc(CCN2CC(C(=O)NCc3cccnc3)CC2=O)cc1 (centres undefined) | -14 | 0.6 | -4 | 5 | 0.1 | 13 | -3 | 0 | 1
CCOc1ccc(CNn2cnnc2)cc1 | -11 | 0.6 | 5 | 3 | 1.1 | 10 | -13 | 1 | -1
O=C(CN1CCCCC1)Nc1cccc2c1OCO2 | 7 | -0.1 | -3 | 8 | 0.5 | -8 | 2 | 6 | 6
CC1CCN(S(=O)(=O)N2CCC(C(=O)NCCc3ccccc3)CC2)CC1 | -10 | 2.6 | 0 | -1 | 0.7 | 17 | -11 | 7 | -6
COc1ccccc1Nc1ccc(Nc2ccccc2OC)nn1 | 17 | 1.1 | -11 | -5 | -0.1 | 27 | -9 | 4 | -8
O=C(N/N=C\c1cc(Br)cs1)c1ccncc1 | 2 | 9.7 | -1 | -2 | -1.4 | -6 | 0 | 14 | 1
COC(=O)c1c(NC(=O)CSc2nnc(-c3ccco3)n2C)sc(C)c1C | -4 | 0.1 | -5 | -8 | -0.3 | 16 | -4 | 3 | -13

A second format for two compounds above:
Screens in order – TAAR1 antagonist	M1 ag parental	M1 ag	CHO parental Ca	V1aR counter	M1 PAM parental	OXTR potentiate	TAAR1 agonist	CHO-K1 Ca antag
> CC1CCN(S(=O)(=O)N2CCC(C(=O)NCCc3ccccc3)CC2)CC1
    -10	2.6	0	-1	0.7	17	-11	7	-6
> COc1ccccc1Nc1ccc(Nc2ccccc2OC)nn1
    17	1.1	-11	-5	-0.1	27	-9	4	-8
